ARFGAP1 inh = inhibitors of rat ARFGAP1 GAP activity, primary screen, biochemical, fluorescence polarization, GDP tracer; Arfgap1-stimulated ARF1 GTP hydrolysis, GDP FP detection; inhibition, % at 16.5 µM; 360,000 compounds, 0.26% hits; AID 651572, 2012;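 active means inhibition above a per-plate limit, mean inhibition of low control wells plus 3 SD, cut at about 25% in these data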;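 further: 0% = DMSO wells with enzyme and 100% = wells lacking Arfgap1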
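Assay system: purified rat His6-Arfgap1 residues 1-136 (GAP domain); Reagent: human Δ17 ARF1 bound to GTP; Dosing: 16.5 µM single point, 1.26% DMSO; Times: GTP hydrolysis reaction 2 h at 25 °C; Signal: FP, GDP Alexa 633 tracer displaced from anti-GDP antibody, 620/688 nm; Measure: % inhibition from polarization.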
Tn6 DDE FP = inhibitors of Tn6 peptide binding to fibrin DD(E), primary screen, biochemical, fluorescence polarization, human fibrin, Tn6 probe; Fibrin DD(E) TRITC-Tn6 fluorescence polarization displacement; inhibition, % at 8.3 µM; 370,000 compounds, 0.21% hits;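 active means inhibition above a per-campaign cutoff: mean of compounds within control limits plus 3 SD, cut at about 15% in these data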;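 further: 0% = median of all compound wells on the plate and 100% = blocking peptide control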
Target sequence (P02675 whole entry, looked up): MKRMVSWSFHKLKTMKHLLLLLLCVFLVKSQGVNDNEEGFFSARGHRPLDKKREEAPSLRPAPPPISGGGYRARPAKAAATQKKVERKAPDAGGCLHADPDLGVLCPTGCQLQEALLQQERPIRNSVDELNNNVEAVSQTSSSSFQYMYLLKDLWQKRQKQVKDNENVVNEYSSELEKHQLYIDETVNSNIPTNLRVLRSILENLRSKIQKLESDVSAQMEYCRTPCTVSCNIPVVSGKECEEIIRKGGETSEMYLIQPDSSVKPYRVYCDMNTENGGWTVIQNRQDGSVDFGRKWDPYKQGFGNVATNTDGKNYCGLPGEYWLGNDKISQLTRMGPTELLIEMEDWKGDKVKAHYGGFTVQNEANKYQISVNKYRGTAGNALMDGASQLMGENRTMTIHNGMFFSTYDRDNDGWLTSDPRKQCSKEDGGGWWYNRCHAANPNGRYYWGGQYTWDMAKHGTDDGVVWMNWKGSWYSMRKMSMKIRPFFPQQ
PLC-beta3 inh = human PLC-beta3 inhibitors, primary screen, biochemical, fluorescence. inhibition, % at 12.2 µM. AID 720704, 2013. Purified PLC-beta3, fluorogenic substrate. 370,000 compounds, 0.18% hits; in the data active means inhibition above about 11%;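 further: 0% = median of compound wells on plate and 100% = full blocker control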
ADAM10 inh = human ADAM10 inhibitors, primary screen, biochemical, QFRET, HTS | Disintegrin and metalloproteinase domain-containing protein 10 (Homo sapiens), O14672 | recombinant ADAM10, EDANS/DABCYL FRET peptide cleavage, 3 h | inhibition, % at 7 µM | 370,000 compounds, 0.62% hits | AID 720582, 2013;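 active means inhibition above a per-campaign cutoff equal to the mean of compounds falling between control-based bounds plus 3 SD, cut at about 20% in these data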;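 further: 0% = DMSO wells while the 100% control is not disclosed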
PLCg1 inh = PLC-gamma1 enzyme inhibitors, primary screen, biochemical, fluorescence, purified enzyme | 370,000 compounds, 0.84% hits | inhibition, % at 12.2 µM | 1-phosphatidylinositol 4,5-bisphosphate phosphodiesterase gamma-1 (Homo sapiens), P19174 | fluorogenic substrate; in the data active means inhibition above about 9.5%
ASAP1 GAP inh = inhibitors of human ASAP1 ArfGAP activity, primary screen, biochemical, fluorescence polarization | ASAP1-stimulated ARF1 GTP hydrolysis, GDP FP detection | inhibition, % at 16.5 µM | 360,000 compounds, 0.19% hits | AID 624377, 2012; in the data active means inhibition above about 25%;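 further: 0% = vehicle with enzyme and substrate and 100% = no enzyme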
SIAE inh = human SIAE inhibitors, primary screen, biochemical, fluorescence polarization, FP-Rh probe, 1536-well HTS; SIAE FP-Rh probe binding; 370,000 compounds, 0.69% hits; Sialate O-acetylesterase (Homo sapiens), Q9HAT2; inhibition, % at 9.66 µM; AID 1053197, 2014;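 active means inhibition above a cutoff: mean of compounds within the control limits plus 3 SD of those, cut at about 17% in these data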;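 further: 0% = plate median of compound wells and 100% = probe without SIAE protein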
Target sequence (Q9HAT2 whole entry, looked up): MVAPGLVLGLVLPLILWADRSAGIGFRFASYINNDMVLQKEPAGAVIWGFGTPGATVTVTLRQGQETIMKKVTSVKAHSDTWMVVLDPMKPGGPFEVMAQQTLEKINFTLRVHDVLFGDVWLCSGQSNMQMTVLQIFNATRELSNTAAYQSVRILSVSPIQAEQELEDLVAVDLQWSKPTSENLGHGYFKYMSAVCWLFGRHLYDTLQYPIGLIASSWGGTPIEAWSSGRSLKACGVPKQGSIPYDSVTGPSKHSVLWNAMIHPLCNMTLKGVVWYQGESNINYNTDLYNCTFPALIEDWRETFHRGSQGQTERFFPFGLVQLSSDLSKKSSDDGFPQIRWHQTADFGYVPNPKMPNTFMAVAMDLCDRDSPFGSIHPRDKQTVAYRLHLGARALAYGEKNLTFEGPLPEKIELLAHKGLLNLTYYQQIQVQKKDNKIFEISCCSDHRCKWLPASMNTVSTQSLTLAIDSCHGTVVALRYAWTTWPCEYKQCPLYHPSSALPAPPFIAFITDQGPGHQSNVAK
DDE Tn7 FP inh = inhibitors of Tn7 peptide binding to fibrin DD(E), primary screen, biochemical, fluorescence polarization, human fibrin, Tn7 probe | FP displacement of FITC-Tn7 peptide from fibrin DD(E); 0% = median of compound wells per plate | inhibition, % at 8.3 µM | 370,000 compounds, 0.13% hits | AID 720508, 2013;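 active means inhibition above the mean of compounds falling within the control limits plus 3 SD of them, cut at about 14% in these data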;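 further: 0% = plate median of compound wells and 100% = 10 µM Aha-Tn7 peptide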
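Assay system: Human fibrin DD(E) protein | Medium: Tris buffer with calcium and detergent, pH 7.8 | Reagent: 0.1 µM fluorescent Tn7 | Compound dosing: Single point at 8.3 µM | Times: 10 min preincubation, 3 h with tracer, room temperature | Detection: Fluorescence polarization of the labelled Tn7 tracer | Controls: Aha-Tn7 high control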
TDP2 inh = human TDP2 enzyme inhibitors, primary screen, biochemical, epi absorbance, recombinant enzyme | T5PNP hydrolysis, p-nitrophenol absorbance 415 nm | inhibition, % at 12.8 µM | Tyrosyl-DNA phosphodiesterase 2 (Homo sapiens), O95551 | 370,000 compounds, 0.34% hits | AID 720702, 2013;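 active means inhibition above the mean of all tested compounds plus 3 SD, set per campaign, cut at about 25% in these data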;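 further: 0% = DMSO with enzyme and 100% = buffer with substrate but no TDP2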
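Test system: human TDP2 enzyme; Input: 120 nM TDP2 per well; Buffer or medium: Mg2+-containing Tris-HCl buffer, pH 7.5; Reagent: 5 mM T5PNP; Dosing: 12.8 µM single point, 1% DMSO; Incubation: reaction 2 h, 37 °C; Detection: p-Nitrophenol epi absorbance; Read-out: % inhibition relative to enzyme-containing and enzyme-free wells; Replicates: single well per compound.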
ADAM17 inh = ADAM17 inhibitors, primary screen, biochemical, QFRET; Disintegrin and metalloproteinase domain-containing protein 17 (Homo sapiens), P78536; recombinant ADAM17, EDANS/DABCYL FRET peptide cleavage; inhibition, % at 6.95 µM; 370,000 compounds, 0.83% hits;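 active means inhibition above the mean of compounds lying between control limits plus 3 SD, set per campaign, cut at about 8.5% in these data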;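 further: 0% = DMSO-only wells as the low control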
* hit, by the source's call; i = inactive; . = not tested or not shown; & = joins results of further samples.

ADAM10 inh	ARFGAP1 inh	DDE Tn7 FP inh	PLCg1 inh	TDP2 inh	PLC-beta3 inh	ADAM17 inh	ASAP1 GAP inh	Tn6 DDE FP	SIAE inh	compound
14	9	9	4	-10	3	-3	-3	-2	-6	CCc1nnc(NC(=O)CSc2nnc(CCc3nc4ccccc4[nH]3)n2C)s1
0	11	-2	-9	19	-4	0	-10	-2	-5	Cc1cc(NC(=O)CCC(=O)N(c2ccccc2)C(C(=O)NC2CCCC2)c2ccc(F)cc2)no1 (stereo not drawn)
-9	4	-6	-4	8	-6	-2	-5	-2	1	CN(C)c1ccc(C(=O)C(O)c2ccc(C(C)(C)C)cc2)cc1 (stereo not drawn)
-13&-9	-5&-14	2&-7	-1&-1	-1&2	-9&-1	-4&-3	-2&-12	3&-1	2&-2	Cc1cc(SCC(=O)O)nc2ccccc12
-13	18	1	-3	8	-3	-6	1	-2	3	CN1CCNC(=O)C1CC(=O)NCCC1=CCCCC1 (stereo not drawn)
-3	8	-3	3	3	-5	-3	-6	-2	12	Cc1cc(C(=O)NNC(=O)[C@H](C)NC(=O)c2ccc(Br)cc2)c(C)o1
3	5	-1	5	-3	3	0	9	1	1	Cc1ccc(CCNC(=O)C2CCC(CNc3c(N4CCC(C)CC4)c(=O)c3=O)CC2)cc1 (stereo not drawn)
23*	1	3	9	-35	-6	9.9*	6	-5	-8	Cc1noc(C)c1COc1ccccc1C(=O)N(C)CC(=O)Nc1ccc(Cl)c(Cl)c1
-6	-7	-4	-3	4	-1	-6	8	-1	-1	Cc1nnc(SCC(=O)NCc2cccs2)n1-c1ccccc1
-1	-10	-7	-2	5	-6	-1	2	-4	-3	Cc1cc(SCC(=O)NCCCN2CCCC2=O)nc2ccccc12
-11	5	0	-26	-1	-29	0	3	8	1	O=C(COc1ccc(Cl)cc1Cl)NC(=S)N1CCCc2ccccc21
-481	-5	1	-19	-7	-27	-135	-16	-5	1	Cc1cc(C(=O)NCc2ccccc2)c(=O)[nH]c1C
2	7	-1	-2	-12	-2	3	1	-3	-6	O=C(NCc1ccccn1)c1ccc(Cl)c(S(=O)(=O)Nc2ccccc2C(=O)NCc2ccccn2)c1
0	-6	2	-1	5	0	2	-8	0	-7	Cc1oncc1-c1csc(-c2ccccc2Cl)n1
-8	5	-1	-1	7	0	0	5	5	2	O=C1CCCc2nc(N3CCN(Cc4ccccc4)CC3)ncc21
9	8	5	-4	-12	-11	-3	14	-5	-5	O=C(Nc1ccc(S(=O)(=O)Nc2ncccn2)cc1)c1ccc(N2CCCC2=O)cc1
-9	-2	-6	3	-9	2	1	-2	-4	-4	O=C1CCC(C(=O)N2CCC(CO)(Cc3ccc(Cl)cc3)CC2)=NN1
3	9	4	-2	6	-2	0	1	-7	3	COC(=O)c1ccccc1NC(=O)CSc1ccc(C)cc1
-16	.	-5	-219	-4	-313	-6	.	-3	-1	Cc1nc2sc(C(=O)NCc3ccncc3)c(N)c2c(C)c1Cl
-3	5	-1	5	-10	1	-8	-2	5	-13	CN(C1CCCCC1)S(=O)(=O)c1ccc(NC(=O)Cn2nc(-c3ccc(F)cc3)ccc2=O)cc1

Part of the list above, limited to DDE Tn7 FP inh and SIAE inh.
| smiles | DDE Tn7 FP inh | SIAE inh |
| --- | --- | --- |
| CN(C)c1ccc(C(=O)C(O)c2ccc(C(C)(C)C)cc2)cc1 (stereo not drawn) | -6 | 1 |
| Cc1cc(C(=O)NCc2ccccc2)c(=O)[nH]c1C | 1 | 1 |

The listing continues:
ADAM10 inh	ARFGAP1 inh	DDE Tn7 FP inh	PLCg1 inh	TDP2 inh	PLC-beta3 inh	ADAM17 inh	ASAP1 GAP inh	Tn6 DDE FP	SIAE inh	compound
-7	1	-2	5	7	-4	-2	6	-3	16	C=CCn1c(SCC(=O)NCCc2ccccc2)nc2c([nH]c3ccccc32)c1=O
-7	-9	-7	-2	8	-4	-2	-3	4	0	CCc1ccccc1NC(=S)N(CCCN1CCN(C)CC1)Cc1cccs1
11	-1	4	5	-1	4	1	12	0	3	CCS(=O)(=O)c1ccc2c(c1)N(S(=O)(=O)c1ccc(OC)cc1)CC(C(=O)O)O2 (stereo not drawn)
-93	18	-4	-106	67*	-128	-21	10	-3	-3	COc1ccc(OC)c(/C=N/Nc2nncn2/N=C/c2cc(OC)ccc2OC)c1
-8	-7	-3	-1	1	-1	-4	10	-7	6	NC(=O)NC(Cc1ccccc1)C(=O)NCC1(N2CCCCC2)CCCCC1 (stereo not drawn)
-3	-1	-5	1	-1	-1	-1	8	3	3	CN1CCN(C(=O)c2ccc(CS(=O)(=O)c3c(Cl)cccc3Cl)o2)CC1
-8	5	-2	1	-2	2	5	-7	-7	0	C[C@@H]1CCCCO[C@H](CN(C)Cc2ccccc2)[C@@H](C)CN([C@H](C)CO)C(=O)c2cc(NS(=O)(=O)c3ccc(Cl)cc3)ccc2O1
-5	1	3	-8	3	0	-6	-4	6	5	CN1CCN(C(=S)Nc2ccccc2Cl)CC1
-2	5	-6	2	-8	0	-2	1	-1	-9	COc1cccc(CNC(=O)CN(C)S(=O)(=O)c2cnc[nH]2)c1
i	2	-4	i	14	i	i	-1	4	-1	C=CCNC(=O)c1cc2c(=O)n3ccccc3nc2s1
-7	1	5	-11	3	-23	-4	7	-7	10	Cc1[nH]n(-c2ccccc2)c(=O)c1/C=N/NC(=O)c1cccc(F)c1
9	4	-2	-3	-5	-2	-3	-3	-7	5	O=C(O)c1c2c(nc3ccc(Cl)cc13)CCC2
32*	-2	-1	20*	-16	11*	12*	6	-8	-5	O=C1CC(=C(c2ccccc2)c2ccccc2)C(=O)N1CCCCN1CCN(c2cccc(Cl)c2)CC1
-2	7	2	0	3	-3	-3	4	4	-8	O=C(COc1ccccc1)Nc1ccc(S(=O)(=O)Nc2ncccn2)cc1
15	0	1	2	-3	2	0	12	3	-1	CCCCc1ccc(S(=O)(=O)NCCc2ccncc2)cc1
-7	8	-1	1	10	-1	-4	5	-1	2	CN(C)/C=C/C(=O)C(F)(F)F
8	.	-10	1	-10	1	2	.	-2	-4	COC(=O)[C@]12C[C@H](CC(=O)NCc3cccs3)C(=O)N(CCC3=CCCCC3)C1=C[C@H](C1CCCC1)O[C@@H]2C
-5	0	-6	6	0	-2	0	4	-1	3	NC(=O)c1ccc(OCC(F)(F)F)nc1
-13	1	-1	1	-6	1	-2	-1	-1	7	CCNC(=S)Nc1c(C)n(C)n(-c2ccccc2)c1=O
1	-1	2	-3	-3	-3	3	14	-8	-3	C/C(=N\NC(=O)CNc1cccc(C)c1)c1ccc(Br)s1
-86	4	13	-126	7	-189	-25	8	2	-6	Cc1cccc(-c2ccc3[nH]c4c(c3c2)CCN2C[C@H]3[C@H](C)ON(C)[C@H]3C[C@@H]42)c1
1	0	0	2	13	-3	0	-6	-1	11	CCCc1cc(=O)[nH]c(SCC(=O)Nc2ccc(C)cc2)n1
11	-5	-2	4	-12	1	3	-6	5	0	CN(C)S(=O)(=O)c1ccc(NC(=O)c2cc(F)c(F)cc2Cl)cc1
-100	7	-5	-7	6	-9	-35	3	0	7	O=C(NC1CCCCCCC1)c1ccccc1O
-3	8	-1	4	-2	-1	0	2	-6	-4	O=C(COC(=O)c1ccccc1[N+](=O)[O-])NNC(=O)c1cccs1
1	2	-8	5	-10	0	1	-3	1	-6	O=C(Cn1cnc2c(nnn2-c2ccccc2)c1=O)NCc1ccc(F)cc1
2	9	-4	3	-8	-4	-1	1	2	-3	CC1(NC(=O)Cc2csc(-c3ccc(Cl)cc3)n2)CCS(=O)(=O)C1 (stereo not drawn)
2	6	-4	-16	-2	-13	-2	4	-3	0	CCN(CC)c1ccc(/C=C2\NC(=O)NC2=O)cc1
4	-1	0	3	8	2	2	2	0	-5	Cc1ccc(S(=O)(=O)CCC(=O)OCC(=O)Nc2cc(C)on2)cc1
2	4	-3	2	-1	0	0	2	-2	-2	Cc1cc(C)c(OCC(O)CNC(C)(C)C)c(C)c1 (stereo not drawn)
-9	-6	5	4	-3	1	-3	-2	3	1	Cc1cc(=O)n2[nH]cnc2n1
6	12	-4	4	-3	-1	0	-1	4	-1	COc1ccc2[nH]c(C)c(CCNC(=S)Nc3cc(C)ccc3C)c2c1
-4	3	-10	0	4	0	-2	-9	6	2	O=C(c1cc(-c2cccc(Cl)c2)on1)N1CCCC1
9	-13	4	0	4	0	6	1	1	2	Cc1cccc(N/N=C(\C(N)=O)C2=NC(C)(C)Cc3ccccc32)c1
-7	8	1	-2	1	-8	-2	-4	4	-3	O=C(O)C(Cc1c[nH]c2ccccc12)NS(=O)(=O)c1cccc(Cl)c1Cl (stereo not drawn)
9	-6	5	-5	15	-5	-4	-6	-3	-2	COc1ccc(CCNC(=O)Cn2nnc(C(=O)Nc3cccc(C)c3C)c2N)cc1OC
-3	-7	0	-1	-10	1	1	-8	2	0	CCC(C)(C)n1nnnc1C(c1ccccc1)N1CCN(Cc2ccccc2)CC1 (stereo not drawn)
1	-8	-12	-2	9	-4	-1	-5	-5	15	O=C(CNC(=O)C12CC3CC(CC(C3)C1)C2)N/N=C\c1ccccn1
-14	10	5	6	3	-1	-2	2	4	0	Cc1cc(NS(=O)(=O)c2ccc(NC(=O)c3ccc([N+](=O)[O-])cc3)cc2)nc(C)n1
-2	1	1	-1	5	0	0	-3	7	6	CN(Cc1ccccc1)C(=O)CCn1c(=O)oc2ccccc21
0	5	0	1	9	-2	-2	7	1	3	O=C(CN1C(=O)NC2(CCCC2)C1=O)N1CCN(S(=O)(=O)c2ccccc2)CC1
-11	-3	-2	-5	1	-7	-5	5	-7	-1	CCOC(=O)Cn1c(=NC(=O)c2cccs2)sc2cc(C(=O)OC)ccc21
17	-12	-2	7	-9	2	4	17	-3	-2	COc1cc(N2CCCC2)ccc1[N+](=O)[O-]

High-throughput results (PubChem)
